# Screening data deposited in PubChem by several laboratories.
# UBC9 SUMO inh: inhibitors of in vitro SUMOylation cascade, primary screen, biochemical, HTRF, uHTS | inhibition, % at 35 µM | SUMO-conjugating enzyme UBC9 (Homo sapiens), P63279 | hit rate 0.36% among 290,000 | HTRF SUMOylation assay, SAE1/SAE2 + UBC9; in the data active = inhibition above about 50%, passing the limit was not always enough; also: strong numbers were not always called active
# Target sequence (P63279 whole entry, looked up): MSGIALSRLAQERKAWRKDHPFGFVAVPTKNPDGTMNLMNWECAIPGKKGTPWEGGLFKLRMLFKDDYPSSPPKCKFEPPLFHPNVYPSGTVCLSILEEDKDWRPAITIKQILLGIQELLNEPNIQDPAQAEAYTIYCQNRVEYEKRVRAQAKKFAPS
# HCV NS3 hel inh: inhibitors of HCV NS3 helicase, primary screen, biochemical, Cy5 molecular beacon fluorescence | hit rate 0.56% among 290,000 | NS3 helicase DNA unwinding | Hepatitis C virus NS3 helicase | inhibition, % at 10.9 µM;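 active = inhibition above the mean of all tested compounds plus 3 SD, set per campaign, cut at about 35% in these data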;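 also: 0% = DMSO wells and 100% = thioflavine S control wells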
#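 Control set: DMSO versus 110 µM thioflavine S; Material: NS3 helicase fragment of HCV; Measured by: Cy5 fluorescence at 0 and 60 min, beacon hairpin quenching; Read-out basis: percent inhibition from t60/t0 fluorescence ratio; Times: reaction time 60 min, 25 °C; Repeats: single replicate; Compound dosing: single dose, 10.9 µM nominal final, DMSO 0.8% final.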
# p-CIP stab down: p/CIP-EGFP fusion destabilizers, primary screen, fluorescence, F442A cells; 16 h; decrease of EGFP signal, % at 10 µM; hit rate 0.01% among 290,000; AID 1984, 2009;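 active = EGFP signal decrease of at least 30% at 10 µM or well 3 SD below plate mean, unless failing retest; inactive = the rest, including hits failing retest or dose response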; also: some compounds called inactive have numbers as strong as hits; many of its hits are not listed in these tables
# FID counter: compounds displacing fluorescent DNA intercalator, primary screen, artefact control for HCV NS3 helicase inhibitor project, biochemical, FID fluorescence. DNA fluorescent intercalator displacement. inhibition, % at 7.9 µM. hit rate 0.17% among 290,000. AID 1845, 2009; in the data active = inhibition above about 37%;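 also: 0% = vehicle and 100% = reference compound; higher means more ethidium bromide displaced from hairpin DNA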
# IDE cell activ: human IDE activators in live cells, primary screen, fluorescence polarization, HEK cells, FAbeta-B substrate | FAbeta-B cleavage; 0% vehicle, 100% cell-free pure enzyme wells | activation, % at 5.96 µM | hit rate 0.073% among 340,000 | Insulin-degrading enzyme (Homo sapiens), P14735;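 active = activation above the mean of all tested compounds plus 3 SD, set per screening campaign, cut at about 17% in these data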
# IDE inh: human IDE inhibitors in live cells, primary screen, fluorescence polarization, HEK cells, FAbetaB substrate. AID 434962, 2010. hit rate 0.41% among 320,000. FAbetaB cleavage. Insulin-degrading enzyme (Homo sapiens), P14735. inhibition, % at 5.59 µM;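 active = percent inhibition above the average of all tested compounds plus 3 SD, set per screening campaign, cut at about 16% in these data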;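 also: IDE supplied by intact live HEK cells; FP after avidin binding of uncleaved biotin substrate so inhibition keeps polarization high; 0% = DMSO wells and 100% = 60 µM reference IDE inhibitor Ii1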
# VIM-2 inh: VIM-2 metallo-beta-lactamase inhibitors, primary screen, biochemical, epi-absorbance readout, Pseudomonas aeruginosa enzyme. purified VIM-2, nitrocefin hydrolysis, epi-absorbance fluorescence. inhibition, % at 5.6 µM. hit rate 0.89% among 290,000. AID 1527, 2009;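 active = inhibition above the mean of all tested compounds plus 3 SD, cutoff set per screening run, cut at about 7.5% in these data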;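 also: red hydrolysis product quenches plate fluorescence so inhibitors raise well fluorescence; 0% = enzyme with DMSO and 100% = DMSO without enzyme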
# IMP-1 inh: IMP-1 metallo-beta-lactamase inhibitors, primary screen, biochemical, epi-absorbance readout, Pseudomonas aeruginosa enzyme | purified IMP-1, nitrocefin hydrolysis, epi-absorbance fluorescence | hit rate 0.45% among 290,000 | AID 1556, 2009 | inhibition, % at 5.6 µM | metallo-beta-lactamase IMP-1 (Pseudomonas aeruginosa);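 active = inhibition above the mean plus 3 SD of all compounds in the same screening run, cut at about 4.5% in these data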;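 also: 0% = IMP-1 with DMSO and 100% = DMSO wells lacking enzyme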
#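 Material – recombinant IMP-1 enzyme, purified · Amount – IMP-1 0.2 nM before substrate addition · Medium – HEPES buffer pH 7.1 with ZnSO4 and Brij 35 · Timing – 25 °C, 15 min preincubation, 25 min reaction · Measured by – plate fluorescence quenching by hydrolysis product, ex 480/em 530 nm · Read-out – percent enzyme inhibition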
# M18AAP inhibitor: PfM18AAP inhibitors, malaria aminopeptidase, primary screen, biochemical, QFRET, recombinant enzyme. M18 aspartyl aminopeptidase (Plasmodium falciparum 3D7). H-Glu-NHMec fluorogenic cleavage. inhibition, % at 7.35 µM. hit rate 1.2% among 290,000. AID 1822, 2009;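 active = inhibition above the campaign mean inhibition over all tested compounds plus 3 SD, cut at about 28% in these data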;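 also: 0% = plate median of test compound wells and 100% = 2 mM ZnCl2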
# Starred values were filed as active, the others as inactive; · = not tested or not shown.
1. O=C(N/N=C/c1ccc(Br)s1)c1ccncc1
2. Cn1c(Cn2c(=O)sc3ccccc32)nnc1SCC(=O)N1CCCCCC1
3. COC(=O)c1cc(NC(=O)c2cccc(Cl)c2)c(=O)oc1/C=C/Nc1cc(C)cc(C)c1
4. Cc1ccc(C(=O)O/N=C/c2c(N3CCOCC3)n(C)c3ccccc23)cc1
5. CC(C)c1cc(=O)[nH]c(N2CCN(Cc3ccc4c(c3)OCO4)CC2)n1
6. Cc1csc(NC(=O)c2ccc(OCC3CCCO3)cc2)n1 (stereo unspecified)
7. COc1ccc(C2=CC(=O)CC(c3ccccc3)C2)cc1 (stereo unspecified)
8. Cc1ccc(-c2nnn(CC(=O)N(Cc3ccccc3)C(C(=O)NC(C)(C)C)c3ccncc3)n2)o1 (stereo unspecified)
assay / entry	1	2	3	4	5	6	7	8
UBC9 SUMO inh	2	-11	22	5	2	-20	-9	1
HCV NS3 hel inh	8	4	27	-3	4	4	-11	11
FID counter	-10	-2	-8	-3	-10	-12	-20	-30
p-CIP stab down	-18	-16	-442	-13	-4	17	22	-9
IMP-1 inh	-2.8	-3.9	-1.9	-2.3	-3.7	-1.8	-2.3	-2.8
M18AAP inhibitor	4	-4	5	-26	4	0	0	10
IDE inh	2	0	16	9	-1	-2	0	0
VIM-2 inh	-4.8	-0.3	-0.8	-3.8	-2.2	-3.1	1.5	-3.5
IDE cell activ	1	5	·	5	4	1	2	0

9. O=C(CCNS(=O)(=O)c1ccc(Br)cc1)NCc1ccc(Cl)cc1
10. Cc1ccc([N+](=O)[O-])c(OCCCN2C(=O)NC(C)(C)C2=O)c1
11. Cc1cc(C)nc(Sc2ccc(C=O)cc2[N+](=O)[O-])n1
12. CC(Oc1ccc2ccc(=O)oc2c1)C(=O)c1ccccc1 (stereo unspecified)
13. CCOC(=O)C1(Cc2cccc(OC)c2)CCCN(C(=O)CNC(C)=O)C1 (stereo unspecified)
14. O=C(c1cccc(Cl)c1)N1CCN(c2ncnc3c2cnn3-c2ccccc2)CC1
15. O=C1c2ccccc2NC(c2ccc(O)cc2)N1c1ccccc1 (stereo unspecified)
16. Cc1onc(-c2ccccc2Cl)c1C(=O)c1ccccc1
assay / entry	9	10	11	12	13	14	15	16
UBC9 SUMO inh	·	-20	14	-4	18	14	19	12
HCV NS3 hel inh	-3	-5	0	7	-14	1	9	-8
FID counter	-14	0	7	4	-10	0	-5	-14
p-CIP stab down	-12	-4	-8	-4	-9	-5	-4	-8
IMP-1 inh	-1.0	-2.5	-2.1	-0.7	-3.1	-3.0	-2.5	-0.1
M18AAP inhibitor	-3	-5	3	-2	-7	-3	0	-5
IDE inh	0	-4	4	3	-1	13	2	-1
VIM-2 inh	-1.0	-2.9	-2.4	-1.1	-0.8	-4.9	0.0	0.2
IDE cell activ	6	-4	7	-2	4	2	1	3

17. Cc1cc(=O)oc2c(CN3CC(C)OC(C)C3)c(O)c(Cl)cc12 (stereo unspecified)
18. COc1ccccc1NC(=O)N1CCC(C(=O)c2ccc(Cl)cc2)CC1
19. CCn1c2c(c3cc(C(=O)O)ccc31)CCCC2=O
20. CCOC(=O)C1CCN(c2ncnc3c2oc2ccc(Br)cc23)CC1
21. CCOC(=O)c1c(C)nc2sc3c(c2c1-c1ccc(OC)cc1)NC(c1ccc(OC)cc1)NC3=O (stereo unspecified)
22. COCCNc1nc2c(c(=O)n(C)c(=O)n2C)n1Cc1cccc(C)c1
23. Cn1c(CSCC(=O)Nc2ccccc2)nnc1SCc1ccccc1
24. CN(C(=O)c1cccnc1)c1nc(-c2ccccc2)cs1
assay / entry	17	18	19	20	21	22	23	24
UBC9 SUMO inh	37	2	11	-8	4	7	2	-9
HCV NS3 hel inh	14	-5	0	-3	0	8	-12	6
FID counter	-3	-30	-4	-3	-3	-16	-15	0
p-CIP stab down	-1	-3	-9	10	0	-5	-3	0
IMP-1 inh	-0.7	-3.3	-2.2	-2.6	-3.5	-3.6	-1.8	-1.1
M18AAP inhibitor	-1	1	-10	0	-1	-1	2	2
IDE inh	1	-7	-1	13	2	3	13	1
VIM-2 inh	-2.1	-1.6	-1.2	-2.2	-5.1	-2.6	0.1	-1.1
IDE cell activ	7	3	4	-32	3	-1	8	1

25. CCN(CC)c1ccc(NC(=O)COc2ccccc2C#N)cc1S(=O)(=O)Nc1ccc(OC)cc1
26. O=C(NCCS(=O)(=O)c1ccc(Br)cc1)c1c(F)cccc1F
27. Cc1ccc(CSc2nnc(Cn3c(=O)sc4ccccc43)n2C)cc1
28. C[C@H](NC(=O)Cn1cncn1)c1ccccc1
29. CCN(CC)CCNC(C(=O)Nc1cccc(C(C)=O)c1)c1ccccc1 (stereo unspecified)
30. CC(C)CCNC(=O)NC(=O)Cn1cc(C(F)(F)F)ccc1=O
31. Cc1[nH]n(-c2ccccc2)c(=O)c1/C=N/n1c(C)nc2ccccc2c1=O
32. CC(C)C(NC(=O)c1ccccc1)C(=O)NC1=NCCS1 (stereo unspecified)
assay / entry	25	26	27	28	29	30	31	32
UBC9 SUMO inh	-2	1	-7	24	-10	16	13	-15
HCV NS3 hel inh	-1	4	-5	3	-35	-5	-1	3
FID counter	-10	-4	-9	0	25	-10	5	-7
p-CIP stab down	3	4	-10	-24	-5	-3	-5	-1
IMP-1 inh	0.6	-0.8	-3.1	-1.4	0.1	-5.6	-2.7	-6.1
M18AAP inhibitor	-10	2	3	2	12	2	0	-2
IDE inh	-5	2	1	0	-3	·	6	2
VIM-2 inh	-0.6	0.9	-1.6	-1.3	-1.6	-3.1	-1.2	-2.2
IDE cell activ	7	-4	5	9	3	·	7	-1

33. COc1ccc(CC(=O)NCC2CCCCC2)cc1OC
34. Cc1cc(C)cc(NC2=C(N)C(=O)c3ccccc3C2=O)c1
35. CCOC(=O)CCc1c(C)c2ccc(OC3CCCCC3=O)c(C)c2oc1=O (stereo unspecified)
36. CC(C)CNC(=S)Nc1ccc(S(N)(=O)=O)cc1
37. CCOC(=O)c1sc(NC(=O)CCN2CCC(C)CC2)c(C(=O)OCC)c1C
38. Cc1cc(=O)[nH]c(SCC(=O)Nc2ccc(Br)cc2)n1
39. CCOc1ccc(N(CC(=O)NC2CCCC2)C(=O)CSc2nnc(COc3ccccc3)o2)cc1
40. CN(C(=O)COC(=O)C(Cc1ccccc1)NC(=O)c1ccccc1)c1ccccc1 (stereo unspecified)
assay / entry	33	34	35	36	37	38	39	40
UBC9 SUMO inh	27	25	22	-13	-6	10	-3	6
HCV NS3 hel inh	-3	-7	-16	-4	-11	-2	-1	4
FID counter	-14	6	-32	-1	-1	-5	-12	-30
p-CIP stab down	8	-12	-4	0	9	-4	20	-5
IMP-1 inh	-0.4	-1.9	-1.2	0.1	-0.7	-2.1	-1.0	-2.4
M18AAP inhibitor	-7	10	-12	8	5	6	-2	5
IDE inh	6	-3	0	-3	5	-1	10	-4
VIM-2 inh	-4.3	-2.5	1.0	-2.5	2.1	-2.6	-3.9	-2.4
IDE cell activ	-3	2	-6	2	4	5	1	2

41. CC(C)NC(=O)/C(C#N)=C\c1ccc(N(C)C)c(Br)c1
42. CCOC(=O)C1=C(C)N(C)C(=O)NC1c1cccc(O)c1 (stereo unspecified)
43. Cc1ccc[n+](CC(=O)Nc2cc(C(F)(F)F)ccc2N2CCOCC2)c1
44. CN(c1ccccc1)S(=O)(=O)c1ccc(Cl)c(C(=O)Nc2nc3ccccc3[nH]2)c1
45. COc1cccc(CN2CCN(Cc3ccc(OC)c(OC)c3)CC2CCO)c1 (stereo unspecified)
46. COc1cc(C)c(C(C)C)cc1S(=O)(=O)n1cnc(C)c1
47. CN(C)CCCN(C(=O)/C=C/c1cccs1)c1nc2c(F)cccc2s1
48. COc1ccc(CC(=O)NCc2cccs2)cc1OC
assay / entry	41	42	43	44	45	46	47	48
UBC9 SUMO inh	4	6	-2	-1	13	-5	8	0
HCV NS3 hel inh	3	-4	-8	15	-4	0	-55	-3
FID counter	-2	0	21	-21	1	-18	13	-4
p-CIP stab down	28	-14	-1	-6	-3	-6	-2	-8
IMP-1 inh	-0.9	-2.7	-1.2	-2.0	-1.2	-3.6	-3.6	-0.4
M18AAP inhibitor	3	-4	-14	-10	-3	6	7	-3
IDE inh	-3	6	3	-1	3	6	·	4
VIM-2 inh	-1.2	-1.3	3.1	-0.1	-1.5	-1.0	-2.0	-1.4
IDE cell activ	-1	4	0	-1	4	7	1	-1

49. Cc1ccc(CCNC(=O)CC(C)CC2=NS(=O)(=O)c3ccccc3N2)cc1 (stereo unspecified)
50. CC(NC(=O)CN(C)S(=O)(=O)c1cnc[nH]1)c1ccccc1 (stereo unspecified)
51. COc1ccc2ccccc2c1/C=N/NC(=O)c1ccccc1F
52. Nc1ccccc1C(=O)NC1CCCCNC1=O (stereo unspecified)
53. Cn1c(C(=O)NCCc2c[nH]c3ccccc23)cc2sccc21
54. CCNC(=O)c1oc2c(c1C)C(=O)CC(C)(C)C2
55. COC(=O)c1ccccc1NC(=O)C1CC=CCC1C(=O)O (stereo unspecified)
56. CCN(CC)CCN1C(=O)c2ccccc2NC1c1ccc(F)cc1 (stereo unspecified)
assay / entry	49	50	51	52	53	54	55	56
UBC9 SUMO inh	·	-4	13	21	5	13	0	30
HCV NS3 hel inh	2	0	17	-1	-11	-12	5	4
FID counter	-25	0	-26	-3	-10	2	-2	6
p-CIP stab down	-2	8	-6	-14	-10	-10	-3	-9
IMP-1 inh	-1.5	-1.5	-2.7	-2.1	-2.9	-2.1	-2.2	-1.8
M18AAP inhibitor	4	-11	1	0	1	-12	12	2
IDE inh	-6	4	4	3	-2	-1	0	3
VIM-2 inh	-3.7	-1.2	-2.9	-0.6	2.0	0.3	-0.4	-4.2
IDE cell activ	4	7	-1	-3	-1	2	0	-1
